p97 inhibitor: inhibitors of human p97 ATPase, primary screen, biochemical; recombinant p97 ATPase, Kinase-Glo ATP luminescence, 3 h; inhibition, % at 8 µM; actives 0.42% (n = 220,000); in the data active means inhibition above about 15%;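 further: 0% = DMSO vehicle and 100% = wells lacking enzyme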
Runt-SMMHC FRET: inhibitors of RUNX1 Runt–CBFb-SMMHC binding, primary screen, biochemical, FRET, Cerulean-Runt, Venus-CBFb-SMMHC, uHTS | Runt-related transcription factor 1 (Homo sapiens) + Core-binding factor subunit beta … | Cerulean-Runt/Venus-CBFb-SMMHC FRET ratio 530/480, 1 h | inhibition, % at 20 µM | actives 0.74% (n = 220,000) | AID 1434, 2008;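 active means mean inhibition across duplicate retests at 20 µM reaching about 50%, limit read from the data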;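 further: 0% = DMSO wells and 100% = wells with excess untagged CBFb-SMMHC; inhibitors lower the FRET ratio by blocking Runt binding to CBFb-SMMHC; some results filed as inactive read as strong as hits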
NPY1 pot ag: NPY-Y1 receptor potentiators or agonists, primary screen, cell-based; activation, % at 3.6 µM; Neuropeptide Y receptor type 1 (Homo sapiens), P25929; NPY-Y1 expressing cells, potentiator/agonist activation; actives 0.37% (n = 220,000); in the data active means activation above about 33%, passing the limit was not always enough;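 further: cells stimulated with NPY at EC10 then isoproterenol at EC100; 0% = low agonist plus stimulus and 100% = saturating agonist plus stimulus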
Target sequence (P25929 whole entry, looked up): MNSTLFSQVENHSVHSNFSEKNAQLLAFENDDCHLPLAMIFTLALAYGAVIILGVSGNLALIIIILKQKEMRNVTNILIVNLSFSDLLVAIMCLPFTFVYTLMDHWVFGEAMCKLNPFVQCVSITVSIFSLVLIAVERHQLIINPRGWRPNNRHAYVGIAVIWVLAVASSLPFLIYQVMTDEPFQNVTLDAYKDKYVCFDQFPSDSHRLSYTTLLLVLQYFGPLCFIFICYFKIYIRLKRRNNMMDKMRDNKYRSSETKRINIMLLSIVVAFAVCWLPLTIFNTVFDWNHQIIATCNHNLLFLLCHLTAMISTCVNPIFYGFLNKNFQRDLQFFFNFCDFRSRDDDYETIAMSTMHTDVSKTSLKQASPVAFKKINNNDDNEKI
MDM2 E3 inh: MDM2-luciferase reporter signal enhancers, primary screen, MDM2 E3 ligase inhibitor project, cell-based, luminescence, 1536-well | AID 1230, 2008 | signal enhancement, % at 5 µM | actives 0.11% (n = 210,000) | E3 ubiquitin-protein ligase Mdm2 (Homo sapiens), Q00987 | cell-based MDM2 ubiquitination luciferase reporter, 2 h; 0 = plate control, 100 = twice control, blank-subtracted;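 active means signal enhancement of 30% or more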;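 further: luminescence tracks abundance of the self-degrading MDM2-luciferase fusion protein; higher signal means inhibition of MDM2 E3 ligase activity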
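test system = mammalian cells stably expressing self-ubiquitinating, self-degrading MDM2 E3–luciferase fusion | quantity = 2000 cells/well | incubation = cell settling 4 h, compound treatment 2 h, both 37 °C | signal = luminescence with SteadyLite reagent, 15 min at room temperature | evaluation = % enhancement relative to plate controls after blank subtraction | benchmarks = plate controls and plate blanks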
RBBP9 inhibitor: human RBBP9 inhibitors, primary screen, biochemical, fluorescence polarization, FP-Rh probe, HTS. Serine hydrolase RBBP9 (Homo sapiens), O75884. recombinant RBBP9. inhibition, % at 7.94 µM. actives 0.2% (n = 220,000);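 active means inhibition above the campaign mean of all tested compounds plus 3 SD, cut at about 14% in these data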;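 further: plate controls were DMSO wells with RBBP9 for no effect and wells lacking RBBP9 protein for full effect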
Target sequence (O75884 whole entry, looked up): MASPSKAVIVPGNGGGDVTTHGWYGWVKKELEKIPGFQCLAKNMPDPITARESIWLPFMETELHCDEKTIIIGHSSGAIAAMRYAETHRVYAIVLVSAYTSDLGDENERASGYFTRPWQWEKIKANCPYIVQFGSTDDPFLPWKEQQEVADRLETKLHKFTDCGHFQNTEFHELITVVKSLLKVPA
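Material: RBBP9 protein. Amount: RBBP9 at 2.5 µM in dispensed solution, before mixing. Schedule: 30 min then 45 min, 25 °C. Medium: Tris buffer pH 8.0, NaCl, Pluronic. Measured by: fluorescence polarization. Measure: percent inhibition from mP, scaled between DMSO and no-protein wells. Replication: one well per compound.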
Runt-CBFb FRET: inhibitors of RUNX1 Runt–CBFb binding, primary screen, biochemical, FRET, Cerulean-Runt, Venus-CBFb, uHTS | Runt-related transcription factor 1 (Homo sapiens) + Core-binding factor subunit beta … | Cerulean-Runt/Venus-CBFb FRET ratio 530/480, 1 h | inhibition, % at 20 µM | actives 0.46% (n = 220,000) | AID 1496, 2009;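 active means inhibition over about 50% at 20 µM in the single-dose screen, limit read from the data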;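 further: 0% = DMSO wells and 100% = excess unlabeled CBFb competitor control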
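Reagent – Venus-CBFb binding partner, 100 nM · Assay system – Cerulean-tagged RUNX1 Runt domain (FRET donor) fusion protein · Input – 100 nM per protein · Incubation – two 1 h room-temperature incubations shielded from light · Measured by – FRET fluorescence · Medium – Tris buffer pH 7.5 with salts and BSA · Benchmarks – unlabeled CBFb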
NPY Y1 blocker: NPY-Y1 receptor antagonists, primary screen, cell-based. Neuropeptide Y receptor type 1 (Homo sapiens), P25929. HEK293-CNG Y1 cells, membrane potential fluorescence; NPY at EC95, then isoproterenol. inhibition, % at 3.6 µM. actives 1% (n = 200,000). AID 1040, 2008;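 active means inhibition above the campaign mean inhibition of all tested compounds plus 3 SD, cut at about 20% in these data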;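 further: 0% = DMSO wells given NPY plus isoproterenol and 100% = isoproterenol alone without NPY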
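material = HEK293 cells with Y1 receptor plus CNG channel | also added = NPY 25 nM then isoproterenol 1 µM plus Ro 20-1724 25 µM | schedule = dye 3 h, compound 60 min room temperature, stimulation 45 min | measured by = membrane potential fluorescence | benchmarks = high control isoproterenol alone, low control NPY with isoproterenol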
NPY-Y2 PAM-ag: NPY-Y2 potentiators or agonists, primary screen, cell-based | cells expressing NPY-Y2, potentiator/agonist read-out | activation, % at 3.6 µM | actives 0.45% (n = 220,000); in the data active means activation above about 27%;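 further: cells stimulated with NPY near EC25 plus isoproterenol at EC100; 0% = vehicle plus submaximal agonist and 100% = vehicle plus saturating agonist; some results beyond the cut were filed as inactive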
Hck Nef HTS: inhibitors of Nef-activated human Hck kinase, primary screen, biochemical, Z-Lyte FRET, 384-well, Hck-YEEI. Tyrosine-protein kinase HCK (Homo sapiens), P08631. Recombinant Hck-YEEI plus Nef, Z-Lyte FRET kinase assay. inhibition, % at 20 µM. actives 0.68% (n = 220,000);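 active means Hck-Nef kinase inhibition above about 50%, limit read from the data; inactive means inhibition below that limit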;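 further: 0% = DMSO with Hck plus Nef and 100% = Hck alone without Nef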
Target sequence (P08631 whole entry, looked up): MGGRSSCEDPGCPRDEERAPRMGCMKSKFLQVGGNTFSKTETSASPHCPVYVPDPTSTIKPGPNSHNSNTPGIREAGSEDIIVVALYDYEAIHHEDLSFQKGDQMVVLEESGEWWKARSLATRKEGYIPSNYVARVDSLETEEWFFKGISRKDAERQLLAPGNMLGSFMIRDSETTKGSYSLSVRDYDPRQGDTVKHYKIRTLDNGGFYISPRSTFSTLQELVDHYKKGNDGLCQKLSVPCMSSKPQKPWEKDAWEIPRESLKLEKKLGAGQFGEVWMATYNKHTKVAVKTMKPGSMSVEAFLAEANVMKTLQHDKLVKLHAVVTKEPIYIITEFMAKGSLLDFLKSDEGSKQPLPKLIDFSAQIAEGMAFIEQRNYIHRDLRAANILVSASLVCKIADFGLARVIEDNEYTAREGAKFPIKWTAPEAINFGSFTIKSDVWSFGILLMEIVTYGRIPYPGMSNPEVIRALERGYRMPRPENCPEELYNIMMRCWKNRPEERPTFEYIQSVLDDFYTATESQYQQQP
Numbers without * were called inactive; x = not tested or not shown.

SMILES	p97 inhibitor	Runt-SMMHC FRET	NPY1 pot ag	MDM2 E3 inh	RBBP9 inhibitor	Runt-CBFb FRET	NPY Y1 blocker	NPY-Y2 PAM-ag	Hck Nef HTS
O=C(O)CNS(=O)(=O)c1c(Cl)cccc1Cl	3.4	1.7	-9.8	-6.1	-4.1	-1.4	x	1.2	18.8
CCOc1ccc(-n2ccnc2)nn1	6.8	2.6	10.7	x	1.7	1.5	x	-2.6	18.0
Cc1ccc(NC(=O)CN(c2cc(C)cc(C)c2)S(=O)(=O)c2c(C)noc2C)nc1	-13.5	0.5	-9.2	-13.2	-11.5	0.8	18.2	4.4	1.3
Fc1ccc(-c2cnc3n2CCCCC3)cc1	-2.6	1.2	-25.2	-14.5	-3.9	1.0	0.1	-0.7	-5.6
O=C(c1cccs1)N1CCN(c2ncccn2)CC1	2.3	-3.4	18.5	-8.0	-15.6	-1.4	-3.6	9.2	-1.6
CSCc1ccc(C(=O)NCc2ccc(F)cc2)cc1	3.2	-0.3	0.7	-3.1	-2.5	-1.9	1.5	-0.7	3.7
COC(=O)c1ccc(COn2nnc3ccccc32)cc1	2.9	-5.7	1.1	-26.2	-0.2	-21.6	-1.6	9.9	18.9
COc1ccc(OC)c(NC(=O)COC(=O)c2nc(Cl)ccc2Cl)c1	-0.6	2.4	9.6	-5.6	-4.6	-1.1	2.9	4.9	5.3
CC(=O)NCCC(=O)Nc1cc(F)ccc1C	1.7	-1.8	16.2	-4.1	-1.8	1.5	-4.3	6.2	-11.1
COC(=O)CC1COc2ccccc2N1C(=O)c1ccc(C(C)(C)C)cc1 (centres undefined)	-4.8	-2.0	-2.6	-2.9	-1.9	-5.4	7.4	-11.3	0.1
CCOC(=O)Cn1c(=O)oc2cc(S(=O)(=O)N3CCCC(C(=O)OCC)C3)ccc21 (centres undefined)	-0.2	-1.0	1.8	-12.8	-1.8	2.9	-4.2	0.1	2.6
COc1ccc(S(=O)(=O)N2CCOCC2)cc1NC(=O)CN1CCC(Cc2ccccc2)CC1	-13.4	2.5	-23.5	-14.5	-9.2	-3.4	39.8*	-33.6	-1.9
Cc1cccc(N2CCN(C(=O)c3cc4ccccc4oc3=O)CC2)c1C	-2.5	0.3	-28.8	-6.2	1.7	-3.1	12.2	-14.4	20.1
COc1ccccc1NS(=O)(=O)c1cc(NC(=O)c2sc3cc(Cl)ccc3c2Cl)ccc1C	-1.5	-6.6	-5.9	-13.5	3.5	-2.4	4.6	-15.3	-12.4
O=[N+]([O-])c1cccc(CSc2nc3ccccc3[nH]2)c1	3.2	1.4	1.0	-9.6	-7.8	-0.6	-0.7	10.5	0.6
CC1=C(C(=O)N2CCOCC2)C(c2c(C)cc(C)cc2C)NC(=S)N1 (centres undefined)	6.0	-0.3	22.2	-7.3	-1.2	1.1	-1.3	0.9	25.1
Cc1cccn2c(=O)c(C=O)c(Sc3ncccn3)nc12	4.8	19.9	-3.3	-0.1	-8.6	13.1	-2.3	18.6	28.6
CN(C)c1ccc(P(=O)(OC2CCCCC2)C(O)c2ccccn2)cc1 (centres undefined)	5.0	-2.1	-10.0	-16.4	2.5	1.4	x	8.6	11.5
CCOC(=O)C1(C(F)(F)F)N=C(c2cccnc2)OC(N2CCCCC2)=N1 (centres undefined)	-0.3	7.7	-17.2	-3.1	-1.4	-6.6	-0.5	-6.5	-0.9
C/C(Nc1cccc(F)c1)=C(/C#N)C(N)=O	-1.7	5.6	-1.6	-4.1	1.1	-1.0	-0.1	-1.8	0.6
COc1ccc(CCSc2nnc(C3CCCCC3)n2N)cc1	1.5	-2.3	-1.6	3.3	3.2	1.2	-0.1	-6.9	1.3
C=CCNC(=O)C(=O)NCCOc1ccccc1Cl	7.4	-1.6	-7.5	3.0	2.8	-2.3	-0.8	2.6	5.1
COc1ccc(-n2nnnc2-c2nc3ccccc3s2)cc1	-0.7	3.0	-11.0	-52.0	-12.8	1.6	2.8	3.2	3.4
CS(=O)(=O)c1ccc(Cl)c(NC(=O)CSc2nc3ccccc3c(=O)n2CCCN2CCOCC2)c1	-3.3	-0.1	-20.5	-8.8	-9.2	-11.8	5.4	0.9	-1.0
CCOc1ccc2nc(NC(NC(C)=O)(C(=O)OC)C(F)(F)F)sc2c1 (centres undefined)	5.5	-1.8	11.6	-21.0	-14.2	0.0	-0.1	10.4	-2.1
O=[N+]([O-])c1ccc2c(c1)C(N1CCOCC1)/C(=C/C1(O)CCCCC1)O2 (centres undefined)	-2.5	-4.2	6.7	-0.8	-9.3	0.6	3.8	-1.8	20.3
COc1ccc(CNC(=O)CSc2nnc3c(Cl)cc(C(F)(F)F)cn23)cc1OC	3.0	0.1	-23.1	-12.1	-3.2	-0.4	10.8	-0.1	2.3
CCCCC(CC)C(=O)Nc1ccc(Nc2ccccc2)cc1 (centres undefined)	2.6	3.1	-1.6	-0.5	0.4	-1.0	2.1	-1.3	7.5
Cc1cc2c(NC(=O)Nc3ccc(C(C)(C)C)cc3)cccc2nn1	0.8	-7.0	-4.5	-4.0	-20.0	7.3	x	-3.5	10.2
Cn1c(-c2ccc(F)cc2)cnc1SCC(=O)NNC(=O)Cc1ccccc1	-8.5	1.0	-2.2	-6.5	-15.1	2.9	1.7	-17.6	21.7
CC(=O)Nc1cccc(C(=O)N/N=C/c2ccccc2F)c1	2.5	-1.6	17.3	-42.3	-1.0	0.3	-1.6	-5.2	5.8
COc1cc(/C=N/N=C(\N)c2nonc2N)cc(OC)c1OC	1.1	2.9	-7.0	0.6	-7.1	0.7	2.1	8.9	25.9
Cc1ccc(/C=N/NC(=O)CCSc2ccccc2)cc1	1.4	-1.3	-52.3	-3.8	-6.1	-1.3	7.1	-5.2	2.4
O=C(Nc1cc(S(=O)(=O)N2CCOCC2)ccc1N1CCCC1)c1cc(=O)[nH]c2ccccc12	11.1	-4.4	22.7	x	-1.6	1.7	x	-22.4	24.4
COc1ccc(C2CC(c3ccc(C)cc3)Nc3nc(N)nn32)cc1 (centres undefined)	-1.1	2.3	-9.0	-7.6	-7.1	-3.5	0.6	9.1	0.7
C(=N\N(c1ccccc1)c1ccccc1)/c1ccc(N2CCOCC2)s1	-2.1	-11.4	-6.8	-8.7	-6.0	-3.9	0.9	12.8	1.7
CSc1ccc(/C=C/c2cc(=O)c3ccccc3[nH]2)cc1	3.8	-42.3	10.9	-6.8	-1.3	-11.9	3.8	-13.1	-1.2
Cc1cc(N/N=C/c2cccc([N+](=O)[O-])c2)nc(-n2nc(C)cc2C)n1	-10.6	3.0	0.8	-8.1	-4.9	1.9	x	0.2	4.4
O=C(CN(CCc1ccccc1)S(=O)(=O)c1ccc(Br)cc1)N/N=C/c1ccc2c(c1)OCO2	4.8	6.1	-6.1	-1.6	4.0	2.1	10.0	-4.8	-5.5
O=C(Cc1cn2ccsc2n1)Nc1ccccn1	1.9	-0.7	9.2	-2.2	0.0	-2.3	-8.8	1.4	1.6
O=[N+]([O-])c1cccc(/C=C/c2ccccn2)c1	-2.4	-2.3	12.8	-6.5	-4.1	0.1	x	-22.0	18.2
Cc1cc2ccccc2n2c(SCC(=O)NCc3cccs3)nnc12	3.0	-2.2	1.3	-6.2	5.4	-1.2	1.2	-4.9	9.0
CCCCn1c(CNC(=O)C23CC4CC(CC(C4)C2)C3)nnc1SCC(=O)Nc1nnc(C)s1	-6.4	2.0	6.5	2.1	-13.0	-4.4	-0.9	-1.0	-0.7
O=C(Nc1ccc2c(c1)OCCO2)c1ccc(Cl)c(S(=O)(=O)N2CCCCC2)c1	-0.3	44.1	-5.8	-19.3	-1.9	1.8	1.1	-1.3	5.3
CCOC(=O)c1c(COc2ccccc2)oc2ccc(O)cc12	-6.5	2.1	-24.8	2.1	-12.1	-2.5	8.7	-9.8	-1.6
Nc1nc(-c2ccccc2)nc2sc3c(c12)CCCC3	-1.2	-2.1	-22.1	-29.7	-8.3	0.2	-1.9	-10.3	2.3
Cc1nn(-c2cccc(Cl)c2)c2nc(C(F)(F)F)[nH]c(=O)c12	3.4	-4.3	-3.4	-11.7	-5.3	-0.1	5.2	11.1	4.0
CSc1ccc(-c2nc3cnccn3c2Nc2ccc3c(c2)OCO3)cc1	0.4	2.2	12.6	-7.3	-9.5	13.0	27.6*	17.3	19.1
Cc1cccc(N(Cc2cc3cc(C)ccc3[nH]c2=O)C(=O)c2cccs2)c1	5.0	2.6	6.0	-3.0	-10.6	-3.7	x	6.5	20.7
N#C/C=C1/NC(=O)c2ccccc2S1	4.8	-2.4	-9.6	-3.5	7.8	-4.7	2.2	-3.4	-1.7

Copied from the list.
`CSc1ccc(-c2nc3cnccn3c2Nc2ccc3c(c2)OCO3)cc1` @ Hck Nef HTS: 19.1
`Nc1nc(-c2ccccc2)nc2sc3c(c12)CCCC3` @ NPY Y1 blocker: -1.9

(cont.)
SMILES	p97 inhibitor	Runt-SMMHC FRET	NPY1 pot ag	MDM2 E3 inh	RBBP9 inhibitor	Runt-CBFb FRET	NPY Y1 blocker	NPY-Y2 PAM-ag	Hck Nef HTS
CCCCn1c(SCC(=O)N2CCN(c3ccccc3)CC2)nc2ccsc2c1=O	2.1	-3.2	-5.1	-12.2	-7.0	-3.0	6.4	-3.5	5.5
COc1ccc(C(c2nnnn2Cc2ccccc2)N2CCN(c3nc4ccccc4s3)CC2)cc1 (centres undefined)	8.4	-0.2	8.6	-19.4	-14.3	-3.9	3.9	-8.2	-0.9
O=c1ccc(Oc2nc(N3CCCCC3)nc(N3CCCCC3)n2)n[nH]1	0.7	2.6	13.5	-16.8	-7.1	-2.3	-10.5	3.6	1.6
COc1cc(C(=O)N/N=C/c2sccc2C)cc(OC)c1OC	5.8	1.7	0.6	-8.0	-3.4	0.3	50.2*	-5.2	31.2
